Coupling enz: counter-screen for Giardia aldolase inhibitors: coupling enzyme system. coupling enzyme system counterscreen, AmpLite Red fluorescence. activity change, negative = inhibition, % at 58.2 µM, hits read low. hit rate 0.67% among 290,000; in the data active means activity change below about -30%; further: on the % scale 0 is the no-effect control and ±100 the full control effect
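Final compound at 57.5 uM, incubated 10 min at RT with coupling enzyme reagent (glyceraldehyde-3-phosphate), then 20 min with substrate and AmpLite Red detection. Fluorescence read at 525/598 nm; tests interference with the coupling assay, not aldolase inhibition.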
FLuc modulator: counter-screen for miR-21 project: firefly luciferase inhibitors or activators | purified FLuc, Km substrates, luminescence inhibition | Potency, µM (titrated, usually from 57.5 µM), inactives show at the highest dose activity change, negative = inhibition, actives largely listed as inhibitors | hit rate 6.9% among 360,000;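 further: potency means the concentration at half of the fitted maximal effect; plate controls were vehicle for no effect and reference inhibitor for full effect; nearly all actives have a fitted effect of over 55% in size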
Target sequence (P08659 whole entry, looked up): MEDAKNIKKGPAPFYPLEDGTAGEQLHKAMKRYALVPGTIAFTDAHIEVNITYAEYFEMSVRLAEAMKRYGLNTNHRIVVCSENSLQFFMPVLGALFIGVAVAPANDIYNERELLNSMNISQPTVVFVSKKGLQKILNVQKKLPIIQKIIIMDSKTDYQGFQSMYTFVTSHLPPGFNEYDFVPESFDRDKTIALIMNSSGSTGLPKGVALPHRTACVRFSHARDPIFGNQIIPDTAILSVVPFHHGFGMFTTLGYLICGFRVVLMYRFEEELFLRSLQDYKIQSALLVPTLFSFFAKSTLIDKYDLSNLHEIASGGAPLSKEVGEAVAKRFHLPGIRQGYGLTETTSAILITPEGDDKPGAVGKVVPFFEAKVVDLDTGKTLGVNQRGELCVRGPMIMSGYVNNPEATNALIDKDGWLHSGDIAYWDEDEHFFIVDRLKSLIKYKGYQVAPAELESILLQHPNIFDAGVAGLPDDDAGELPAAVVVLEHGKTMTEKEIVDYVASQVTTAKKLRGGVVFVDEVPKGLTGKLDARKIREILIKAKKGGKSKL
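Purified P. pyralis luciferase (10nM final) with 10uM D-luciferin and 10uM ATP (Km levels) in 50mM Tris acetate pH 7.5, 10mM Mg acetate, 0.01% Tween-20, 0.05% BSA; qHTS 6-point titration, ~60 µM downward; luminescence read.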
RORgamma inh: blocks mouse ROR gamma transcriptional activity | Drosophila S2 Gal4-RORgamma UAS-luciferase reporter, 20 h | Potency, µM (doses to about 53.6 µM), inactives show at the top dose activity change, negative = inhibition, usual class: inhibitors | hit rate 5.4% among 310,000; further: potency means the concentration at half of the fitted maximal effect; on the % scale 0 is the no-effect control and ±100 the full control effect; nearly all actives have a fitted effect of over 60% in size
Target sequence (P51450 whole entry, looked up, the tested form may be a part): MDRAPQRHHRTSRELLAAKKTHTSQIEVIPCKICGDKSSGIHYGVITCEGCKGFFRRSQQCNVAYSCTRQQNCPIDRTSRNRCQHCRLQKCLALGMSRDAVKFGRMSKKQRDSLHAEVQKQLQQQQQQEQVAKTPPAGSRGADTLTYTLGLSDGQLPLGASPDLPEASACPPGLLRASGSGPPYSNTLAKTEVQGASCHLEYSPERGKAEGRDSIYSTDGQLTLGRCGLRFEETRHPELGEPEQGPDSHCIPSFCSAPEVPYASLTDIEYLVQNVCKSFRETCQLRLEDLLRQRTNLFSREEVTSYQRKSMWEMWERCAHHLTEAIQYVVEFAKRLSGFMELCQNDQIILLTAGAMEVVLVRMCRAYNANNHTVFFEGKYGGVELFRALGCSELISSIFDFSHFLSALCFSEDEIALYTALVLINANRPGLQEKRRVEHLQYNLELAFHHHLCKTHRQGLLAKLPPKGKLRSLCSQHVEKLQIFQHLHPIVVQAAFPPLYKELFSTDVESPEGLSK
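Luciferase reporter read in Schneider cells carrying Gal4-RORγ (mouse) and UAS-Photinus luciferase; cells given compound 1 h before 700 uM copper sulfate induction, then incubated 20 h at ambient temperature.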
KCNH2 3.1 inh: blocks the human KCNH2 3.1 channel isoform. U2OS KCNH2 3.1, thallium flux FluxOr; hits give low values. AID 720553. activity change, % (tested at about 1.8 µM). hit rate 0.95% among 340,000;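 active means maximum activity change below -70%; inconclusive means maximum activity change from -70% to -50%; inactive means maximum activity change above -50%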;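 further: thallium influx rate constant from kinetic fluorescence after stimulation buffer; on the % scale 0 is the no-effect control and ±100 the full control effect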
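Virally transduced U2OS (3.1 isoform, 4 h infection in dark at RT) → overnight 37 C → FluxOr + Red40 in HBSS/HEPES, 45 min → stimulation buffer, 2 min kinetic read → rate constant vs DMSO controls.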
Giardia killer: kills Giardia lamblia; Giardia lamblia trophozoite viability; hit rate 0.15% among 340,000; activity change, % at 7.66 µM, hits read low; AID 540267; in the data active means activity change below about -80%; inconclusive means between about -30% and that limit;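 further: parasites exposed to compound for two days anaerobically before the ATP read; on the % scale 0 is the no-effect control and ±100 the full control effect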
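Anaerobic 48 hrs incubation at 37 deg C of 100 trophozoites/well with test compounds; ATPLite 1-Step luminescence, 15-30 min RT, reports cellular ATP as viability.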
NPC1 promoter act: activates the NPC1 promoter; Huh7 NPC1 promoter luciferase reporter, 24 h; Potency, µM (titrated, usually from 9.22 µM), without a hit: top-dose activation, usual class: activators; hit rate 2.4% among 320,000; AID 485313;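 further: potency means the concentration at half of the fitted maximal effect; % of control where 0% means no effect; nearly all actives have a fitted effect of over 60% in size; reporter is driven by a mutant NPC1 promoter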
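NPC1 promoter–luciferase Huh7 cells; 24 h compound; luminescence.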
Gal4-VP16 FLuc: counter-screen for ROR gamma inhibitors: Gal4-VP16 reporter; Drosophila S2 Gal4-VP16 UAS-luciferase, luminescence, 20 h; Potency, µM (titrated, usually from 53.6 µM), for the others: at the highest dose activity, negative = inhibition, actives largely listed as inhibitors; hit rate 3.5% among 310,000; AID 2546;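 further: Gal4-VP16 expression switched on by copper sulfate through the metallothionein promoter; potency means the concentration at half of the fitted maximal effect; on the % scale 0 is the no-effect control and ±100 the full control effect; nearly all actives have a fitted effect of over 50% in size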
ELG1 genotox: inducers of genotoxicity in HEK293T ELG1-luciferase cells; HEK293T ELG1-luciferase reporter, luminescence, 16 h; Potency, µM (top dose mostly 46 µM), inactives show at the top dose activity change, positive = activation, usual class: activators; hit rate 1.3% among 330,000; further: potency means the concentration at half of the fitted maximal effect; % of control where 0% means no effect; nearly all actives have a fitted effect of over 60% in size
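Genotoxicity was scored as increased ELG1-luciferase reporter signal, measured by ONE-Glo luminescence (30 min, room temperature). Compound or vehicle exposure of the HEK293T reporter cells lasted 16 hr at 37°C.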
Rab9 prom act: activators of Rab9 promoter; Huh7 Rab9 promoter-luciferase reporter, luminescence, 24 h; hit rate 2.8% among 320,000; AID 485297; Potency, µM (titrated, usually from 9.22 µM), inactives show at the top dose activation, negative = inhibition, hits mostly activators; further: potency means the concentration at half of the fitted maximal effect; % of control where 0% means no effect; nearly all actives have a fitted effect of over 60% in size
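Promoter activation is measured as luciferase luminescence in Huh7 cells stably transfected with a Rab9 promoter–luciferase construct, following 24 h compound exposure at 37 °C and 10 min reagent incubation at ambient temperature.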
Tb PFK inh: T. brucei PFK enzyme inhibition | T. brucei PFK, ADP-Glo luminescence | O15648 | Potency, µM (doses to about 57.5 µM), without a hit: at the top dose activity, negative = inhibition, most hits filed as inhibitors | hit rate 0.17% among 330,000;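 further: potency means the concentration at half of the fitted maximal effect; 0% = uninhibited 1x PFK enzyme wells and -100% = no-enzyme wells; nearly all actives have a fitted effect of over 60% in size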
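Luminescent ADP detection (ADP-Glo, two-step: ATP depletion then ADP-to-ATP conversion for luciferase) reported PFK activity after 45 min room-temperature reaction of 1.25 nM enzyme with 0.5 mM F6P and 0.1 mM ATP at pH 8.0.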
uPA surface inh: blocks generation of uPA at the cell surface; cell surface uPA generation assay, qHTS; Potency, µM (doses to about 38.3 µM), without a hit: at the top dose activity change, negative = inhibition, most hits filed as inhibitors; hit rate 0.31% among 330,000; active means well fitted inhibition curve with a large enough effect; inconclusive means small, poorly fitted or top-dose-only effect; inactive means no such curve, though single readings can be large or run the other way; tested in mouse RAW 264.7 cells; further: potency means the concentration at half of the fitted maximal effect; on the % scale 0 is the no-effect control and ±100 the full control effect; nearly all actives have a fitted effect of over 55% in size
* marks the source's active call; other numbers are inactive results; ? = inconclusive; / = no result given; [ ] = remark or other dose. Unless noted, the call rests on the fitted dose curve; in most records, active means well fitted curve in the direction sought with a large enough effect; inconclusive means small, poorly fitted or top-dose-only effect, or another doubt; inactive means no such curve, though single readings can be large; an effect the other way counts as inactive or inconclusive. Random draw from the library; about 14% have a hit in one of these screens.

Order of results – NPC1 promoter act	Rab9 prom act	KCNH2 3.1 inh	uPA surface inh	Giardia killer	Coupling enz	RORgamma inh	Tb PFK inh	FLuc modulator	ELG1 genotox	Gal4-VP16 FLuc
(1) Cc1ccnc(NC(=O)c2cccs2)c1
→ 3.5µM*	2.2µM*	7	-4%	?	0	-40%	1%	15µM*	?	10%
(2) Cc1ccccc1-n1ccnc1SCC(=O)NC1CCCC1
→ -1%	3%	6	0%	-10	-2	4%	2%	0%	-4%	0%
(3) COc1ccc(CCNC(=O)CCS(=O)(=O)c2ccc3c(c2)CCN3C(C)=O)cc1OC
→ -2%	-7%	-11	-2%	-12	-1	22%	0%	-2%	1%	-7%
(4) C=CCOc1ccc(CNc2nccs2)cc1OCC
→ -2%	-2%	-23	-4%	17	2	25%	-9%	-18%	2%	-20%
(5) O=C1/C(=C/c2ccccn2)SC(=S)N1Cc1ccccc1
→ -7%	1%	-15	1%	3	0	1%	-13%	-1%	3%	0%
(6) O=C(CCN1C(=O)C2(OCCO2)c2ccccc21)c1ccccc1
→ -1%	5%	12	-4%	24	-2	33%	2%	-9%	3%	7%
(7) FC(F)(F)c1ccc2c(c1)NCC1CCCN21 (stereo unspecified)
→ -3%	-3%	-11	3%	0	-3	11%	-2%	?	3%	-2%
(8) CCOCCCNC(=O)C(c1ccc(OC)cc1)N(Cc1cccs1)C(=O)c1ccccn1 (stereo unspecified)
→ 3%	1%	14	1%	-19	0	14%	0%	-2%	-4%	-2%
(9) CCCCNC(=O)Nc1nnc(-c2ccc(OCC)cc2)o1
→ 5%	19%	0	0%	-11	1	7.1µM*	-2%	0%	0%	5.6µM*
(10) Cn1c(N)c(C(=O)c2ccc(Cl)c(S(=O)(=O)N3CCCCCC3)c2)c(=O)n(C)c1=O
→ /	/	-4	1%	-18	/	/	1%	/	0%	/
(11) Clc1ccccc1CN(Cc1ccco1)Cc1nnnn1C1CCCC1
→ -1%	-1%	-12	-3%	-3	4	17%	5%	2%	-12%	11%
(12) C=CCn1c(SCC(=O)NC(=O)c2cccc([N+](=O)[O-])c2)nnc1-c1ccccc1
→ -3%	-5%	-1	-2%	29	5	-2%	-1%	-1%	0%	-3%
(13) CCc1cc2c3c(c(=O)oc2cc1O)CCCC3
→ 8%	0%	-9	-7%	5	-1	-33%	2%	-14%	-2%	-17%
(14) C=CCn1c(C)nnc1SCC(=O)Nc1nccs1
→ ?	0.089µM*	16	-5%	-12	1	/	0%	4%	1%	/
(15) COc1ccc(Nc2ccc(N3C(=O)CCC3=O)cc2[N+](=O)[O-])cn1
→ -4%	3%	3	2%	4	2	-10%	-6%	2%	0%	-11%
(16) Cc1[nH]n(-c2ccc([N+](=O)[O-])cc2)c(=O)c1C=NCCN1CCN(C(=O)c2ccc(Br)cc2)CC1
→ 1%	4%	-84*	-6%	-3	0	?	1%	-5%	2%	?
(17) COc1ccc(N(CC(=O)Nc2ccccc2C(N)=O)S(=O)(=O)c2ccc(C)c([N+](=O)[O-])c2)cc1
→ -2%	11%	-13	18%	8	-4	-2%	26%	?	0%	1%[10 µM]
(18) CC1(C)NC(=O)N(CCCCOc2ccc(Cl)cc2)C1=O
→ 1%	6%	2	-4%	-3	0	?	-2%	0%	-6%	24%
(19) COC(=O)c1ccc(CNC(=O)[C@@H]2CCCN2S(=O)(=O)c2ccccc2F)cc1
→ /	/	23	-3%	30	/	/	2%	/	-1%	/
(20) CCn1ccc(C(=O)Nc2sc3c(c2C(=O)OC)CCC3)n1
→ 3%	7%	-9	-5%	-8	/	42%	-4%	?	1%	-14%
(21) O=C(CSc1ncc(-c2ccc(F)cc2)n1Cc1ccco1)Nc1ccc2c(c1)OCO2
→ /	/	-18	-4%	6	3	19%	/	19µM*	/	18%
(22) O=C(COC(=O)Cc1c(F)cccc1Cl)NC(=O)c1ccccc1
→ -2%	1%	-7	2%	4	/	11%	0%	?	13%	-4%
(23) COc1ccccc1NC(=S)NC(=O)/C=C/c1ccco1
→ -3%	3%	-4	-8%	-12	-3	13µM*	-20%	-15%	0%	20µM*
(24) CCOc1ncccc1C(=O)OCC(=O)Nc1ccc2c(c1)OCCO2
→ 1%	-1%	-10	?	-12	/	/	-2%	?	2%	/
(25) Cc1nc2ccc(NC(=O)CSc3ccccc3)cc2s1
→ /	/	12	-15%	-20	/	/	-4%	/	?	/
(26) O=C(NC(=S)Nc1ccccc1Cl)c1cnn2c(C(F)(F)F)cc(C(F)(F)F)nc12
→ 0%	-2%	79	5%	17	-3	11%	-2%	1%	0%	0%
(27) O=S(=O)(Nc1ccc2c(c1)OCCO2)c1cccs1
→ 2%	5%	13	1%	-4	-1	-32%	0%	?	7.3µM*	3%
(28) COc1ccc(OC)c(/C=C2\Oc3cc(OCC(=O)N4CCC[C@H]4C(=O)O)ccc3C2=O)c1
→ 0%	5%	0	5%	-8	1	0%	-4%	?	1%	-11%
(29) Cc1nn(CC(=O)Nc2c(C)n(C)n(-c3ccccc3)c2=O)c(C)c1[N+](=O)[O-]
→ 1%	1%	5	2%	5	0	1%	3%	5%	2%	-9%
(30) COc1cnn(-c2ccccc2)c(=O)c1OC
→ 0%	-3%	-2	17%	10	3	0%	0%	1%	2%	-3%
(31) COc1ccc(NC(=O)CSc2nc3ncccc3[nH]2)cc1OC
→ -3%	0%	-5	-4%	-20	2	?	0%	-7%	12%	2%
(32) O=C(CSc1ccc2nnc(-c3ccccn3)n2n1)Nc1ccccc1C(F)(F)F
→ -1%	-7%	1	-15%	2	0	-27%	?	-3%	0%	-7%
(33) COc1cccc(NC(=O)c2ccccc2F)c1
→ 4µM*	3.5µM*	14	?	-28	/	/	1%	6µM*	4.6µM*	/
(34) COc1ccc(-c2noc(CCC(=O)NCCN3CCN(c4ccccc4F)CC3)n2)cc1
→ 1%	1%	-20	0%	12	1	10%	2%	-17%	-2%	?
(35) Cc1cc(NC(=O)CSc2nc3ccccc3s2)no1
→ -1%	0%	-10	2%	-10	2	3%	-4%	-3%	6%	-5%
(36) COc1cccc(-c2nc(C(=O)NCCCN3CCOCC3)cc3c2[nH]c2ccccc23)c1
→ -2%	-5%	-16	?	-6	0	1%	2%	-1%	0%	-26%
(37) S=C1NCN(Cc2ccco2)CN1c1ccccc1
→ 0%	0%	3	20%	6	2	?	1%	?	0%	-5%
(38) Cc1cc(C)c(S(=O)(=O)N2CC=C(c3ccccc3)CC2)c(C)c1
→ -2%	4%	4	-1%	4	/	/	8%	-19%	?	/
(39) CC(C)n1c(=O)[nH]c2cc(C(=O)Nc3ccccc3)ccc21
→ -1%	-2%	17	1%	19	3	7.9µM*	-1%	-1%	0%	?
(40) O=C(Nc1cccc(F)c1)c1ccc(S(=O)(=O)N2CCOCC2)cc1
→ -3%	1%	14	1%	5	3	38%	2%	3%	9%	19%
(41) O=C(c1cc(Cl)c(=O)n(Cc2ccccc2)c1)N1CCOCC1
→ -2%	-4%	0	/	-5	-1	1%	2%	1%	1%	0%
(42) CC(CCc1ccccc1)NC(=O)C(=O)NCCc1ccccc1 (stereo unspecified)
→ 1%	0%	8	3%	5	4	-37%	5%	-2%	8%	-27%
(43) COC(=O)[C@@]12CCCN1[C@H](c1ccc(-c3cccc(Cl)c3)c(OC)c1)[C@H]1C(=O)N(C)C(=O)[C@H]12
→ -1%	-4%	-100*	-14%	10	/	/	-10%	5%	-2%	/
(44) O=C(C1CCN(c2ncnc3c2sc2cccc(F)c23)CC1)N1CCOCC1
→ -1%	6%	24	?	5	-2	-6%	2%	?	25%	-27%
(45) CC(=O)Oc1cc2c(C(=O)NCc3ccncc3)c(C)oc2c2ccccc12
→ 16%	-1%	9	-1%	?	-21	0%	0%	4%	2%	?
(46) O=C(Oc1ccc(-c2csnn2)cc1)c1cccs1
→ -2%	7%	2	-1%	-12	1	14%	1%	2.4µM*	-5%	3%
(47) O=C(Nc1cc([N+](=O)[O-])ccc1O)c1cccc(NC(=O)c2ccco2)c1
→ -2%	12%	-3	3%	10	2	29%	3%	?	-6%	-5%
